High-throughput results: PubChem, several laboratories
Shn3 3UTR inh = inhibitors of Schnurri-3 3'UTR reporter in osteoblasts. 360,000 tested, 0.52% active. inhibition, % at 12.5 µM. Clone20 osteoblast Shn3 3'UTR firefly luciferase, 24 h. AID 588674;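 active means mean inhibition of at least 75% with every replicate also reaching 75%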;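 further: 0% = median of neutral control wells and 100% = pilot-screen positive control compound; some compounds past the cut are filed as inactive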
HIF-2a block = blocks HIF-2a reporter activity; 786-0 RCC cells HIF-2a reporter, luciferase luminescence, overnight; inhibition, % at 18.8 µM; 360,000 tested, 0.72% active;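 active means inhibition of the luminescence signal of 40% or more relative to plate controls, in a single-dose primary screen at 18.75 µM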
NR2E3 ag-1 = activates human photoreceptor nuclear receptor NR2E3 | 320,000 tested, 0.12% active | inhibition of corepressor binding, % at 4.78 µM | GST-NR2E3/biotin-RetCOR TR-FRET, 1536-well | AID 2300;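 active means percent inhibition above the cutoff of mean plus 3 SD of all tested compounds, set per screening campaign, cut at about 20% in these data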;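 further: 0% = DMSO wells and 100% = biotin wells as full block of FRET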
Target sequence (Q9Y5X4 whole entry, looked up): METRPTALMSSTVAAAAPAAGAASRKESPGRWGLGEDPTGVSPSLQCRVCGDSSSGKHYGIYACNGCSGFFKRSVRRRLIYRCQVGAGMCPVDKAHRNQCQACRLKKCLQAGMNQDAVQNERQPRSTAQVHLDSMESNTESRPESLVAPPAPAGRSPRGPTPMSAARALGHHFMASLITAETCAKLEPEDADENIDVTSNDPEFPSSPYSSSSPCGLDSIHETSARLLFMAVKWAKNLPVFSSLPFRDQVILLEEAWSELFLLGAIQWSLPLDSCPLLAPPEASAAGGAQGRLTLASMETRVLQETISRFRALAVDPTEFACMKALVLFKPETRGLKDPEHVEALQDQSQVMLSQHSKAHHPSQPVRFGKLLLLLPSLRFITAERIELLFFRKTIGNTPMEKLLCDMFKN
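System: GST-tagged NR2E3 plus biotinylated RetCOR corepressor; Amount: 1.35 nM GST-tagged NR2E3 final; Dosing: single nominal compound dose of 4.8 µM; Schedule: 5 h incubation at 4 °C; Technique: TR-FRET with europium anti-GST and streptavidin-D2, 340 nm excitation; Controls: biotin wells as high control, 0.6% DMSO wells as low control.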
TRPM1 prom inh = inhibitors of MITF-driven TRPM1 promoter in melanoma cells | inhibition, % at 12.5 µM | SK-MEL-5 TRPM1 promoter luciferase, 24 h | 330,000 tested, 0.83% active;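 active means mean inhibition across replicates of 60% or more, whatever share of single replicates reaches that level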; further: values of inactives mirror those of a sister screen read the other way
TROY NFkB inh = blocks TROY-dependent signaling in reporter cells; Q293 LMP1-TROYcd NF-kB luciferase reporter, 4 h; inhibition, % at 10 µM; 360,000 tested, 0.98% active; AID 1347056;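 active means compounds whose plate-normalised and pattern-corrected inhibition of the luciferase reporter signal at the single screening dose is 50% or more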
Peg3 prom inh = reduces Peg3 promoter-driven luciferase expression in HeLa; HeLa PEG-Prom luciferase reporter, luminescence, overnight; inhibition, % at 20 µM; 360,000 tested, 1.7% active; AID 588405;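 active means inhibition of at least 50% at 20 µM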
TWEAK Fn14 block = blocks TWEAK-Fn14 interaction in a reporter cell assay; 360,000 tested, 2% active; TWEAK-stimulated Fn14 reporter cells, luciferase luminescence, 8 h; AID 1159606; inhibition, % at 10 µM; in the data active means inhibition above about 50%
KKLEB tox = CF airway cell cytotoxicity counter-screen; activity change (cytotoxicity), % at 5 µM; AID 602141; KKLEB CF airway cells viability, ATPlite luminescence, overnight; hits give low values; cells stimulated with P. aeruginosa culture filtrate; 360,000 tested, 0.36% active;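 active means corrected activity change at or below -50% at 5 µM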
CF NFkB inh = inhibitors of cystic fibrosis induced NF-kB; KKLEB NF-kB-GFP reporter, PAF-induced, GFP fluorescence overnight; inhibition, % at 5 µM; AID 588850; 360,000 tested, 0.86% active;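 active means at least 50% inhibition at 5 µM, scaled per plate between neutral and stimulator controls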;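 further: PAF is a Pseudomonas aeruginosa culture filtrate used as stimulus; plate controls were PAF-stimulated DMSO wells for no effect and unstimulated DMSO wells for full effect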
NR2E3 ag-2 = activates human NR2E3 receptor; Q9Y5X4; CHO-S Gal4-NCOR/VP16-NR2E3 two-hybrid, luciferase; inhibition of corepressor binding, % at 3.98 µM; 360,000 tested, 0.35% active; AID 602229;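 active means inhibition above the mean of all tested compounds plus 3 SD, cut at about 70% in these data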;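 further: 0% = DMSO with NR2E3 transfected cells and 100% = cells lacking NR2E3 construct; higher means lower luciferase signal from less NR2E3 corepressor binding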
C8 TRAIL sens = caspase-8 TRAIL sensitization; inhibition (viability loss, TRAIL sensitization), % at 10 µM; 360,000 tested, 1% active; NB7+C8 cells + TRAIL, ATPlite viability luminescence;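 active means compounds causing at least 50% loss of cell viability in the single-dose screen, relative to plate controls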
The depositor's hits bear a star.

`Cc1cccc(NC(=O)CN2CCN(C(=O)CN3C(=O)NC4(CCCCC4C)C3=O)CC2)c1C` (stereo not given) gave Shn3 3UTR inh -6, HIF-2a block 6, TRPM1 prom inh -11, TROY NFkB inh -10, Peg3 prom inh 22, TWEAK Fn14 block 3, KKLEB tox 2, CF NFkB inh 23, NR2E3 ag-2 -3 and C8 TRAIL sens 8.
Screening COC(c1ccccc1)c1nnc(CCC(=O)N2CCN(C3CCCC3)CC2)o1 (stereo not given) returned Shn3 3UTR inh 6, HIF-2a block 13, NR2E3 ag-1 2, TRPM1 prom inh 6, TROY NFkB inh 19, Peg3 prom inh 12, TWEAK Fn14 block 14, KKLEB tox 11, CF NFkB inh -23, NR2E3 ag-2 -9 and C8 TRAIL sens -33.
For c1ccc2c(c1)Cc1cc(CN3CCOCC3)ccc1-2 the results were Shn3 3UTR inh -73, HIF-2a block -210, NR2E3 ag-1 2, TRPM1 prom inh -80, TROY NFkB inh -38, Peg3 prom inh -191, TWEAK Fn14 block 3, KKLEB tox 0, CF NFkB inh 9, NR2E3 ag-2 -113 and C8 TRAIL sens 14.
For S=C1NC(C23CC4CC(CC(C4)C2)C3)=CC(c2ccc3c(c2)OCO3)N1 (stereo not given) the results were Shn3 3UTR inh 9, HIF-2a block 2, NR2E3 ag-1 1, TRPM1 prom inh -8, TROY NFkB inh -15, Peg3 prom inh 10, TWEAK Fn14 block -7, KKLEB tox 1, CF NFkB inh -5, NR2E3 ag-2 -20 and C8 TRAIL sens -21.
`COc1ncnc2c1ncn2CCCNCC(C)c1ccccc1` (stereo not given) gave Shn3 3UTR inh -10, HIF-2a block 2, TROY NFkB inh 5, Peg3 prom inh -1, TWEAK Fn14 block 0, KKLEB tox -3, CF NFkB inh -14, NR2E3 ag-2 -28 and C8 TRAIL sens -20.
Screening Cc1cccc(NC(=O)CN(C)S(=O)(=O)c2ccc(-c3ccc(=O)[nH]n3)s2)c1C returned Shn3 3UTR inh -3, HIF-2a block 4, NR2E3 ag-1 -1, TRPM1 prom inh -2, TROY NFkB inh -7, Peg3 prom inh 2, TWEAK Fn14 block 22, KKLEB tox 7, CF NFkB inh 11, NR2E3 ag-2 -41 and C8 TRAIL sens -18.
For COCCN(C(=O)CCC(=O)Nc1cc(C)on1)C(C(=O)NC1CCCC1)c1ccc(C)cc1 (stereo not given) the results were Shn3 3UTR inh 22, HIF-2a block -6, NR2E3 ag-1 0, TRPM1 prom inh 9, TROY NFkB inh 3, Peg3 prom inh 9, TWEAK Fn14 block 28, KKLEB tox 2, CF NFkB inh 2, NR2E3 ag-2 -6 and C8 TRAIL sens 23.
`COc1ccc(-c2ccc(C(=O)NC(C)C)c3occc23)c(C)c1` gave Shn3 3UTR inh -10, HIF-2a block -20, TROY NFkB inh 14, Peg3 prom inh -11, TWEAK Fn14 block 4, KKLEB tox -18, CF NFkB inh 8, NR2E3 ag-2 15 and C8 TRAIL sens 21.
For CCN(CC(=O)Nc1ccc(NC(C)=O)cc1)C(=O)/C=C/c1cn(-c2ccccc2)nc1-c1ccc(F)cc1 the results were Shn3 3UTR inh -9, HIF-2a block 19, NR2E3 ag-1 -4, TRPM1 prom inh -2, TROY NFkB inh 41, Peg3 prom inh -8, TWEAK Fn14 block -47, KKLEB tox -10, CF NFkB inh -2, NR2E3 ag-2 1 and C8 TRAIL sens 18.
CSCCC1C(C#N)=C(N)Oc2n[nH]c(-c3cccs3)c21 (stereo not given) was read as Shn3 3UTR inh 3, HIF-2a block 16, NR2E3 ag-1 2, TRPM1 prom inh -3, TROY NFkB inh -18, Peg3 prom inh 7, TWEAK Fn14 block 21, KKLEB tox 5, CF NFkB inh 2, NR2E3 ag-2 -9 and C8 TRAIL sens -11.
Screening Nc1nnnn1/N=C/c1ccc(N2CCCCC2)c([N+](=O)[O-])c1 returned Shn3 3UTR inh -19, HIF-2a block -157, NR2E3 ag-1 1, TRPM1 prom inh -12, TROY NFkB inh -39, Peg3 prom inh -163, TWEAK Fn14 block -35, KKLEB tox 5, CF NFkB inh 5, NR2E3 ag-2 -71 and C8 TRAIL sens -1.
O=C(O)c1ccccc1-c1ccccc1C(=O)Nc1ccc2c(c1)CCC2 was read as Shn3 3UTR inh -6, HIF-2a block 27, NR2E3 ag-1 -4, TRPM1 prom inh 5, TROY NFkB inh 4, Peg3 prom inh 17, TWEAK Fn14 block 17, KKLEB tox -1, CF NFkB inh 4, NR2E3 ag-2 -7 and C8 TRAIL sens 10.
For CCOC(=O)N1CCN(S(=O)(=O)c2c(C)[nH]c(=O)[nH]c2=O)CC1 the results were Shn3 3UTR inh -1, HIF-2a block 21, NR2E3 ag-1 -2, TRPM1 prom inh 3, TROY NFkB inh 3, Peg3 prom inh 7, TWEAK Fn14 block 14, KKLEB tox 4, CF NFkB inh -5, NR2E3 ag-2 -1 and C8 TRAIL sens 2.
Screening COCCNC(=O)C1(C)CCCN(C(=O)c2ccc(C(=O)OC)cc2)C1 (stereo not given) returned Shn3 3UTR inh -4, HIF-2a block -2, TROY NFkB inh 12, Peg3 prom inh 2, TWEAK Fn14 block -9, KKLEB tox 10, CF NFkB inh -12, NR2E3 ag-2 -10 and C8 TRAIL sens 2.
CN(C)c1ccc(P(=O)(Nc2ccccc2)N2CCOCC2)c(NC(=O)c2cccs2)c1 (stereo not given) was read as Shn3 3UTR inh 34, HIF-2a block 1, NR2E3 ag-1 -2, TRPM1 prom inh 9, TROY NFkB inh -22, Peg3 prom inh -4, TWEAK Fn14 block -8, KKLEB tox -3, CF NFkB inh 1, NR2E3 ag-2 3 and C8 TRAIL sens -2.
For CCOc1ccc(CN2CCNC(=O)C2CC(=O)NCCc2ccccn2)cc1 (stereo not given) the results were Shn3 3UTR inh 7, HIF-2a block -13, NR2E3 ag-1 3, TRPM1 prom inh -20, TROY NFkB inh -2, Peg3 prom inh -4, TWEAK Fn14 block 6, KKLEB tox 7, CF NFkB inh 5, NR2E3 ag-2 -44 and C8 TRAIL sens 0.
Screening Cc1ccc(S(=O)(=O)N2CCCN(S(=O)(=O)c3ccc(C)cc3)CC2)cc1 returned Shn3 3UTR inh 35, HIF-2a block 11, NR2E3 ag-1 0, TRPM1 prom inh 8, TROY NFkB inh 3, Peg3 prom inh 25, TWEAK Fn14 block 9, KKLEB tox -10, CF NFkB inh -3, NR2E3 ag-2 11 and C8 TRAIL sens 10.
`CCn1c(=O)cc(OCC(=O)Nc2ccccc2C#N)c2ccccc21` gave Shn3 3UTR inh 6, HIF-2a block -70, NR2E3 ag-1 4, TROY NFkB inh -17, Peg3 prom inh -16, TWEAK Fn14 block -12, KKLEB tox -3, CF NFkB inh -29, NR2E3 ag-2 -42 and C8 TRAIL sens -10.
Screening O=C(NCc1ccco1)c1ccc(COCC(F)(F)F)cc1 returned Shn3 3UTR inh 9, HIF-2a block -7, NR2E3 ag-1 2, TRPM1 prom inh 25, TROY NFkB inh 7, Peg3 prom inh -10, TWEAK Fn14 block -9, KKLEB tox 2, CF NFkB inh -8, NR2E3 ag-2 -12 and C8 TRAIL sens 6.
`CCOC(=O)N1CCC(Nc2c(-c3ccc(C)cc3)c(=O)c2=O)CC1` gave Shn3 3UTR inh 1, HIF-2a block 18, NR2E3 ag-1 6, TRPM1 prom inh -18, TROY NFkB inh 19, Peg3 prom inh 11, TWEAK Fn14 block 4, KKLEB tox 4, CF NFkB inh -9, NR2E3 ag-2 2 and C8 TRAIL sens 60*.
Cc1ncsc1CCOC(=O)C12CC3CC(CC(C3)C1)C2 was read as Shn3 3UTR inh 6, HIF-2a block 6, NR2E3 ag-1 3, TRPM1 prom inh -18, TROY NFkB inh 9, Peg3 prom inh 6, TWEAK Fn14 block -20, KKLEB tox -5, CF NFkB inh -16, NR2E3 ag-2 -12 and C8 TRAIL sens -3.
For CC1CCCCN1S(=O)(=O)c1ccc(C(=O)Nc2nnc(-c3ccncc3)o2)cc1 (stereo not given) the results were Shn3 3UTR inh 4, HIF-2a block 25, NR2E3 ag-1 3, TRPM1 prom inh 27, TROY NFkB inh 14, Peg3 prom inh 6, TWEAK Fn14 block 22, KKLEB tox -23, CF NFkB inh 18, NR2E3 ag-2 -3 and C8 TRAIL sens 4.
For O=C(NC(=S)NNS(=O)(=O)c1ccccc1)c1cccnc1 the results were Shn3 3UTR inh -5, HIF-2a block 9, NR2E3 ag-1 -4, TRPM1 prom inh 7, TROY NFkB inh 2, Peg3 prom inh 0, TWEAK Fn14 block 14, KKLEB tox 4, CF NFkB inh 19, NR2E3 ag-2 -10 and C8 TRAIL sens 1.
`CCN(CC(=O)Nc1c(F)cccc1F)C(=O)C1CCN(C(=O)Nc2ccccc2)CC1` gave Shn3 3UTR inh -4, HIF-2a block 11, NR2E3 ag-1 4, TROY NFkB inh 5, Peg3 prom inh 7, TWEAK Fn14 block -4, KKLEB tox 6, CF NFkB inh -18, NR2E3 ag-2 9 and C8 TRAIL sens 6.
`Cc1cccc(OCC(=O)Nc2ccc3c(C)cc(=O)oc3c2)c1` gave Shn3 3UTR inh -4, HIF-2a block -38, NR2E3 ag-1 -1, TRPM1 prom inh -14, TROY NFkB inh -16, Peg3 prom inh 2, TWEAK Fn14 block -7, KKLEB tox -2, CF NFkB inh -10, NR2E3 ag-2 14 and C8 TRAIL sens 0.
Screening CC(O)CNc1nc2c(c(=O)n(C)c(=O)n2C)n1Cc1cccc(Br)c1 (stereo not given) returned Shn3 3UTR inh 50, HIF-2a block 12, NR2E3 ag-1 2, TRPM1 prom inh 15, TROY NFkB inh -4, Peg3 prom inh 24, TWEAK Fn14 block -4, KKLEB tox -10, CF NFkB inh -11, NR2E3 ag-2 33 and C8 TRAIL sens -8.
Screening Cc1ccccc1NC(=O)c1cccc(N2C(=O)C3C4CC(C(Br)C4Br)C3C2=O)c1 (stereo not given) returned Shn3 3UTR inh -17, HIF-2a block 25, TRPM1 prom inh 8, TROY NFkB inh -4, Peg3 prom inh 15, TWEAK Fn14 block -3, KKLEB tox -3, CF NFkB inh 8, NR2E3 ag-2 -15 and C8 TRAIL sens 16.
Screening O=C(Nc1ccc([N+](=O)[O-])cc1)Nc1ccc(OC(F)F)c(Cl)c1 returned Shn3 3UTR inh 88*, HIF-2a block 42*, NR2E3 ag-1 6, TRPM1 prom inh 76*, TROY NFkB inh 61*, Peg3 prom inh 99*, TWEAK Fn14 block 82*, KKLEB tox -69*, CF NFkB inh 64*, NR2E3 ag-2 98* and C8 TRAIL sens 50.
Screening c1ccc(COc2ccc(-c3cc4nc(NCc5ccc6c(c5)OCO6)ccn4n3)cc2)cc1 returned Shn3 3UTR inh 27, HIF-2a block -242, TROY NFkB inh -24, Peg3 prom inh -167, TWEAK Fn14 block 43, KKLEB tox -1, CF NFkB inh -13, NR2E3 ag-2 -41 and C8 TRAIL sens 14.

The list is partial; count on the stated rates, not on these rows.
